From PubChem BioAssay
IDE cell activ: boosts human insulin-degrading enzyme activity in HEK cells. P14735. FAbeta-B cleavage, fluorescence polarization; 0% vehicle, 100% cell-free pure enzyme wells. activation, % at 5.96 µM. 340,000 tested, 0.073% active;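 active = activation above the mean of all tested compounds plus 3 SD, set per screening campaign, cut at about 17% in these data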
Target sequence (P14735 whole entry, looked up): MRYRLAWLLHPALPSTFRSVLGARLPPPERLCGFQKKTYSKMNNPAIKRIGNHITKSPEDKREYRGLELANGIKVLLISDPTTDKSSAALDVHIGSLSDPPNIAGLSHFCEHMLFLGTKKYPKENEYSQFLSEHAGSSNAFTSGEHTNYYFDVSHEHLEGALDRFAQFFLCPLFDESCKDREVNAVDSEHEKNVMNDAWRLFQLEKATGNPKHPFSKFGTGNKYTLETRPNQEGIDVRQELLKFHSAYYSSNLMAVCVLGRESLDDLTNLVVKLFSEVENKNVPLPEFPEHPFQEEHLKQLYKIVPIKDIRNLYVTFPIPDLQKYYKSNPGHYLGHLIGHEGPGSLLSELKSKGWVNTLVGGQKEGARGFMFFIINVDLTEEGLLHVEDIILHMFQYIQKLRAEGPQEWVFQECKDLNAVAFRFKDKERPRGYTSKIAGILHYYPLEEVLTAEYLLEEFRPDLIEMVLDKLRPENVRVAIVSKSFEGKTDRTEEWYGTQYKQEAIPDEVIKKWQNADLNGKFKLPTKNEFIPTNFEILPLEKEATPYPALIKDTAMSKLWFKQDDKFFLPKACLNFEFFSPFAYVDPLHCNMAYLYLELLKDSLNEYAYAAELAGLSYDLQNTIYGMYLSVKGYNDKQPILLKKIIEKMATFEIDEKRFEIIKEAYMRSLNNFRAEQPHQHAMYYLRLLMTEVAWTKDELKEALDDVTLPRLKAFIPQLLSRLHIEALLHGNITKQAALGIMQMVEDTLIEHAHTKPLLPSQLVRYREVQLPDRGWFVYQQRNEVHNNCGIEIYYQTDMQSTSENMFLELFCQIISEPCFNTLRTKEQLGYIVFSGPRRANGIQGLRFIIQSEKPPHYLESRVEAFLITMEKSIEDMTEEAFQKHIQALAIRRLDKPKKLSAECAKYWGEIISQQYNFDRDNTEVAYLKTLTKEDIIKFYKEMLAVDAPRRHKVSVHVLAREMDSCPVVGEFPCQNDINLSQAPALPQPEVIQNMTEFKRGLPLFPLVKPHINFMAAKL
IDE cell inh: inhibits human insulin-degrading enzyme in HEK cells. AID 434962. FAbetaB cleavage, fluorescence polarization. inhibition, % at 5.59 µM. 320,000 tested, 0.41% active. P14735;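 active = percent inhibition above the average of all tested compounds plus 3 SD, set per screening campaign, cut at about 16% in these data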;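 note: IDE supplied by intact live HEK cells; FP after avidin binding of uncleaved biotin substrate so inhibition keeps polarization high; 0% = DMSO wells and 100% = 60 µM reference IDE inhibitor Ii1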
UBC9 SUMO inh: blocks human SUMOylation mediated by UBC9. HTRF SUMOylation assay, SAE1/SAE2 + UBC9, in vitro. 290,000 tested, 0.36% active. inhibition, % at 35 µM. P63279; in the data active = inhibition above about 50%, passing the limit was not always enough; note: strong numbers were not always called active
VIM-2 inh: inhibitors of Pseudomonas aeruginosa VIM-2 metallo-beta-lactamase; purified VIM-2, nitrocefin hydrolysis, epi-absorbance fluorescence; inhibition, % at 5.6 µM; 290,000 tested, 0.89% active; AID 1527;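 active = inhibition above the mean of all tested compounds plus 3 SD, cutoff set per screening run, cut at about 7.5% in these data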;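 note: red hydrolysis product quenches plate fluorescence so inhibitors raise well fluorescence; 0% = enzyme with DMSO and 100% = DMSO without enzyme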
CRFR2-BP antag: antagonists of CRF-binding protein/CRF-R2 receptor complex | HEK293 CRF-R2/CRF-BP, CRF-induced calcium fluorescence | inhibition, % at 11.8 µM | 350,000 tested, 0.59% active;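 active = inhibition of the ligand-induced calcium signal above about 50% at the single tested concentration, limit read from the data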
GalR3 antagonist: blocks the human galanin receptor 3; HEK293 GalR3-CNG cAMP membrane potential fluorescence; galR3 body fused to GalR1 C-terminus; inhibition, % at 3 µM; 360,000 tested, 0.44% active; AID 651719;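 active = inhibition above the screen-wide average plus 3 SD, cut at about 13% in these data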;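 note: forskolin and galanin both at EC90 stimulate the cells; cAMP rise reported by CNG channel membrane potential dye signal; 0% = forskolin plus galanin with DMSO and 100% = forskolin alone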
p-CIP stab down: compounds decreasing mouse p/CIP protein stability; decrease of EGFP signal, % at 10 µM; F442A p/CIP-EGFP cells, EGFP fluorescence, 16 h; 290,000 tested, 0.01% active;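 active = EGFP signal decrease of at least 30% at 10 µM or well 3 SD below plate mean, unless failing retest; inactive = the rest, including hits failing retest or dose response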; note: some compounds called inactive have numbers as strong as hits; many of its hits are not listed in these tables
IMP-1 inhibitor: blocks Pseudomonas aeruginosa IMP-1 metallo-beta-lactamase; purified IMP-1, nitrocefin hydrolysis, epi-absorbance fluorescence; inhibition, % at 5.6 µM; 290,000 tested, 0.45% active;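 active = inhibition above the mean plus 3 SD of all compounds in the same screening run, cut at about 4.5% in these data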;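 note: 0% = IMP-1 with DMSO and 100% = DMSO wells lacking enzyme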
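Assay system: purified IMP-1; Quantity: IMP-1 0.2 nM before substrate addition; Medium: HEPES buffer pH 7.1 with ZnSO4 and Brij 35; Incubation: 15 min enzyme–compound preincubation, then 25 min nitrocefin reaction, 25 °C; Signal: fluorescence quenching readout, ex 480/em 530 nm; Controls: DMSO with and without IMP-1; Repeats: singlicate testing.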
NS3 helicase inh: HCV NS3 helicase inhibition. NS3 helicase DNA unwinding, Cy5 molecular beacon fluorescence. inhibition, % at 10.9 µM. AID 1800. 290,000 tested, 0.56% active;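 active = inhibition above the mean of all tested compounds plus 3 SD, set per campaign, cut at about 35% in these data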;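 note: 0% = DMSO wells and 100% = thioflavine S control wells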
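Compound dosing – single dose, 10.9 µM nominal final, DMSO 0.8% final · System – NS3 helicase fragment of HCV · Buffer or medium – MOPS pH 6.5, MgCl2, DTT, Tween20, BSA · Signal – Cy5 beacon fluorescence read at start and 1 h · Also added – annealed dual-labelled DNA beacon duplex, ATP-started · Schedule – 1 h at 25 °C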
Starred values were filed as active, the others as inactive; · = not tested or not shown.

IDE cell activ	IDE cell inh	UBC9 SUMO inh	VIM-2 inh	CRFR2-BP antag	GalR3 antagonist	p-CIP stab down	IMP-1 inhibitor	NS3 helicase inh	Compound
1	-4	-14	-0.1	1	-7	2	-1.0	9	COC(=O)c1cc(CNC(=O)C(C)NS(=O)(=O)c2ccc(C)c(C)c2)ccc1OC (stereo unspecified)
3	2	14	0.3	22	-3	0	0.7	8	Cc1nc2ccc(N=NC3=C(O)CC(C)(C)CC3=O)cc2s1
2	-2	-17	0.2	-9	-7	-9	-1.4	5	CC(=O)Nc1ccc(C(=O)Nc2ccc(S(=O)(=O)NCC3CCCO3)cc2)cc1 (stereo unspecified)
-47	·	10	-1.1	-25	-3	-20	-3.5	5	CCc1ccc(N=C2NC(=O)/C(=C/c3cc(OC)c(O)c(OC)c3)S2)cc1
1	2	25	0.5	-30	-5	4	-1.5	-11	CS(=O)(=O)c1ccc2nc(NC(=O)CCN3C(=O)c4ccccc4C3=O)sc2c1
-2	-3	8	-4.0	-31	-5	-5	-2.4	-21	COc1ccccc1NCC(O)Cn1c2ccccc2c2ccccc21 (stereo unspecified)
5	6	-3	-3.5	45	·	-4	-2.4	7	CCOC(=O)Cn1cnc2c(nnn2-c2ccc(F)cc2)c1=O
-3	6	-18	3.5	10	-1	-9	2.7	-13	COC(=O)c1cccc(NC(=O)Cc2coc3cc(OC)ccc23)c1
3	5	12	0.6	2	·	-16	-0.8	-8	CCOC(=O)N1CCN(Cc2nc3c(c(=O)n(C)c(=O)n3C)n2Cc2ccccc2)CC1
0	2	1	-1.1	-23	-7	-5	-1.4	-1	O=[N+]([O-])c1ccccc1S(=O)(=O)N1CCN(CC2CC=CCC2)CC1 (stereo unspecified)
-2	-6	17	15*	4	-4	-32	7.3*	6	CC(C)C(CCN1C(=O)c2ccccc2C1=O)c1ccco1 (stereo unspecified)
-1	2	3	-3.6	10	4	-6	-1.4	-3	CNc1nc(CC(C)=O)ns1
-3	7	-3	-2.3	0	2	-20	-2.8	-15	COc1ccc(/C=C/c2onc(C)c2S(=O)(=O)N2CCC(C(=O)N3CCC(C)CC3)CC2)cc1
6	-4	·	·	0	0	·	·	·	O=C(CCNC(=O)c1ccccc1Cl)NN=Cc1ccccc1[N+](=O)[O-]
0	-5	12	-0.6	-5	-2	-9	-1.7	-12	Cc1ccc(C)c(Cn2c(C)nc3c(sc(=S)n3-c3ccccc3)c2=O)c1
1	-2	·	·	-3	-8	·	·	·	CC[C@@]1(C(=O)OC)N[C@H](CN(C)C(=O)c2ccc(F)cc2)[C@@H]2C(=O)N(C)C(=O)[C@@H]21
0	0	0	-1.3	8	-2	-5	-3.0	-5	O=C(N=C1SC2CS(=O)(=O)CC2N1c1ccc(F)cc1)C1CC1 (stereo unspecified)
3	-3	5	-0.6	-2	-10	1	-1.4	1	OCCC1CN(CC2CC2)CCN1Cc1ccc(F)c(F)c1 (stereo unspecified)
1	-2	5	-2.6	3	-1	-5	-3.5	-6	CCOC(=O)c1ccc2c(c1)[nH]c(=S)n2CC
-2	4	5	1.4	-7	-1	7	-3.0	-8	O=C1Nc2ccccc2/C1=C/c1ccc([N+](=O)[O-])cc1
1	1	0	-1.1	-2	-5	-4	-0.3	17	COc1ccc(OCCNC(=O)c2ccccc2Cl)cc1
-5	7	3	-1.9	2	-7	2	-2.2	-7	C=CCn1c(NCc2ccccc2OC)nc2ccccc21
-3	2	13	-3.3	0	-9	-12	-3.7	13	O=C(CN(C(=O)c1csnn1)c1ccc(Cl)cc1)NCc1ccc2c(c1)OCO2
0	-2	-7	-0.9	-20	-4	-1	-4.0	-12	CN(Cc1ccccn1)C(=O)c1ccc2nc(Cc3cccc(Cl)c3)oc2c1
2	1	·	·	0	-3	·	·	·	O=C(c1ccc(NS(=O)(=O)c2ccc(F)cc2)cc1)N1CCCCC1
0	3	·	·	1	4	·	·	·	O=C1C=C(c2ccc(Br)c3ccccc23)C[C@@H](c2ccc3c(c2)OCO3)C1
4	-4	14	-0.7	-4	-7	-2	-2.1	6	O=C(N/C(=C\c1cccnc1)C(=O)N1CCC(O)CC1)c1ccccc1
6	5	-2	1.9	3	0	9	0.2	22	C[C@]12CS(=O)(=O)C[C@H]1SC(=S)N2c1ccccc1
0	-1	·	·	-2	-1	·	·	·	CCOc1ccc(NC(=O)CN(C)C(=O)c2cc(S(=O)(=O)N3CCCCCC3)ccc2OC)cc1OCC
2	2	-1	-1.6	-2	-7	-17	-7.0	-3	Nn1c(SCC(=O)Nc2ccc3c(c2)OCO3)nnc1-c1ccccc1
4	7	21	1.0	27	1	-2	-2.8	-13	Cc1ccc(C(=O)CSc2nnnn2-c2ccccc2)o1
5	10	8	4.9	1	-6	6	-0.8	20	Nc1c(C(=O)NCCN2CCOCC2)c2nc3ccccc3nc2n1-c1cccc(F)c1
1	0	24	0.0	2	0	-9	-1.7	8	CCC1SC2=NC(C)=C(C(=O)OCCOC)C(c3ccc(C(=O)OC)cc3)N2C1=O (stereo unspecified)
1	-1	-3	-0.7	-2	-3	-5	-1.5	5	NC(=O)CC(NC(=O)c1ccccc1)c1ccc(N2CCN(c3ccccn3)CC2)c([N+](=O)[O-])c1 (stereo unspecified)
0	2	·	·	-3	-4	·	·	·	COc1ccc(OC)c(/C=C(\C)C(=O)c2c(C)cc(C)[nH]c2=O)c1
4	7	20	1.1	1	0	4	-1.5	16	O=C(c1ccc2[nH]c(=O)c(=O)[nH]c2c1)N1CCc2ccccc2C1
4	7	-5	-8.9	-14	-5	-4	-3.0	-5	Cc1ccccc1NC(=O)C(=O)NCc1ccccn1
-2	1	10	-1.2	-6	-6	-11	-1.3	12	COc1ccc(-n2ncc3c2CC(C)(C)CC3NC(=O)C2CCN(C(C)=O)CC2)cc1 (stereo unspecified)
1	-1	-2	-3.7	-5	2	-12	-3.1	10	CCOC(=O)c1[nH]c(C)c(C(=O)N2CCN(C(=O)OCC)CC2)c1CC
-4	-3	9	-1.0	-1	-5	7	-0.8	0	Cc1onc(NC(=O)c2ccc(Cl)cc2Cl)c1Br
-2	-3	·	·	20	-6	·	·	·	COc1cccc(COC(=O)CCNC(=O)c2ccc(Cl)cc2)c1OC
5	-1	-2	-2.0	7	5	-11	-5.5	11	CCCN1CCC(=NNc2ccc(S(=O)(=O)N3CCOCC3)cc2[N+](=O)[O-])CC1
-3	1	10	-1.6	-5	-6	-15	-2.5	-5	Cc1ccc(N2C(=O)N(CC(=O)NC(c3ccccc3)c3ccccc3)C(=O)C2C)cc1 (stereo unspecified)
1	-7	14	-4.0	0	-2	-6	-3.2	4	CC(C)(Oc1ccc(Cl)cc1)C(=O)Nc1ccc2oc(-c3ccncc3)nc2c1
·	-4	8	-1.6	8	-5	-4	-1.0	2	O=C(Cc1cccc2ccccc12)NNC(=O)Nc1ccc(Cl)cc1
3	7	14	-0.3	1	-10	-8	-3.9	-3	Cc1nc2ccc(Br)cn2c1C(=O)N/N=C\c1ccccc1Cl
4	3	14	-0.1	10	9	-5	-4.2	3	CC1(C)CC2CC(C)(CN2C(=O)CN2C(=O)c3ccccc3C2=O)C1 (stereo unspecified)
·	4	14	-2.5	3	-2	-6	-4.6	2	Cc1cc(NCc2ccccn2)n2ncc(-c3ccc(Cl)cc3)c2n1
·	8	-12	-1.0	·	·	-1	-0.5	-6	CCOC(=O)CC(NC(=O)Cn1nnc(-c2ccccc2C)n1)c1ccc(OC)cc1 (stereo unspecified)
-5	4	-23	1.4	15	-5	7	-1.1	-4	Cc1nc2c(C(=O)NCc3ccc4c(c3)OCO4)cnn2c(C)c1Cc1ccc(F)cc1Cl
1	2	·	·	-7	0	·	·	·	CN(CC(=O)Nc1ccc(Cl)cc1)C(=O)c1ccc(S(=O)(=O)Nc2ccccc2)cc1
-4	3	8	0.4	-12	-2	-12	-3.9	-12	COc1ccc(N(CCC#N)C(=O)/C(C#N)=C/c2cccs2)cc1
-4	-2	·	·	0	-6	·	·	·	Cc1nc(SCC(=O)NCC2CCCO2)c2c(C)c(C)sc2n1 (stereo unspecified)
2	3	11	-1.0	1	-13	-2	-3.7	6	O=C1c2ccccc2NC(c2ccccc2O)N1c1ccc(F)cc1 (stereo unspecified)
-1	-11	-14	-4.1	-3	-10	-1	-2.9	-3	CCc1ccc(/C=N/n2c(C3CCCCC3)n[nH]c2=S)cc1
1	·	1	-4.7	4	-8	0	-4.7	-18	Cc1ccc(-c2nc(-c3ccncc3)no2)cc1
5	3	4	-0.2	-11	-5	6	-0.7	2	O=C(CNS(=O)(=O)c1cccc2nsnc12)NCCc1ccccc1
-1	-2	8	-5.6	-1	-1	-1	-3.5	4	CC(=O)NC(CCS(C)(=O)=O)C(=O)Nc1ccccc1C (stereo unspecified)
2	10	6	-3.8	8	-11	6	-4.3	4	O=C1OCC/C1=C\c1ccc2c(c1)OCO2
13	3	19	-2.6	0	-1	-10	-1.8	25	O=C(COC(=O)c1ccccc1Nc1cccc(C(F)(F)F)c1)NCc1ccco1

Going on with the list.
IDE cell activ	IDE cell inh	UBC9 SUMO inh	VIM-2 inh	CRFR2-BP antag	GalR3 antagonist	p-CIP stab down	IMP-1 inhibitor	NS3 helicase inh	Compound
9	4	20	6.6	0	-3	-12	-2.0	-3	O=C(O)c1cccc(-n2c(-c3cnccn3)n[nH]c2=S)c1
3	6	·	·	-2	-6	·	·	·	COc1ccc(NC(=O)CN(C)CC(=O)N2CC(=O)Nc3ccccc32)cc1
5	-1	3	-0.5	11	-4	-3	-1.1	5	O=C(c1ccccc1)c1ccc(-n2cnnc2)c([N+](=O)[O-])c1
0	5	-2	-1.1	-46	0	-89	-1.6	-1	O=C(Nc1ncc2c(n1)-c1ccccc1CC2)c1cccs1
2	-1	-11	-2.1	-7	-5	1	-2.6	3	O=C(CC(c1ccccc1)c1cc(Cl)ccc1O)N1CCOCC1 (stereo unspecified)
3	0	-4	-3.7	22	4	-3	2.3	17	CCCN1C(=O)C(O)(CC(=O)c2cccc(OC)c2)c2ccccc21 (stereo unspecified)
-2	9	-19	-2.1	-5	-13	-12	1.6	64*	CCOC(=O)c1c(-c2ccccc2)oc2cc(Br)c(O)c(C=O)c12
-3	2	16	0.3	-2	-1	-9	-1.1	-3	COc1ccc(N2CCN(C(=O)CCn3nnc4ccccc43)CC2)cc1
8	4	2	-3.5	4	-3	4	-0.5	-5	COc1ccccc1C(=O)Nc1ccon1
-1	0	0	2.6	9	-2	3	0.9	1	COc1cc(OC)cc(-c2nnc(SCc3c(F)cccc3Cl)o2)c1

An excerpt of these results, in markdown.
| Compound | IDE cell activ | IDE cell inh | UBC9 SUMO inh | VIM-2 inh | CRFR2-BP antag | GalR3 antagonist | p-CIP stab down | IMP-1 inhibitor | NS3 helicase inh |
| --- | --- | --- | --- | --- | --- | --- | --- | --- | --- |
| CCCN1C(=O)C(O)(CC(=O)c2cccc(OC)c2)c2ccccc21 (stereo unspecified) | 3 | 0 | -4 | -3.7 | 22 | 4 | -3 | 2.3 | 17 |
| O=C(c1ccccc1)c1ccc(-n2cnnc2)c([N+](=O)[O-])c1 | 5 | -1 | 3 | -0.5 | 11 | -4 | -3 | -1.1 | 5 |
